Screens from PubChem BioAssay.
aDG glyco act – increases alpha dystroglycan glycosylation. hit rate 0.22% among 360,000. AID 624168. Pro5-aDG cells, alpha-DG glycosylation AlphaScreen (IIH6); 0% Pro5, 100% B10-LARGE cell signal. activation, % at 10 µM;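 active = activation of at least 8% versus controls, or a plate z-score of at least 8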;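 note: Pro5 are CHO cells carrying HIG-tagged alpha-DG that lacks glycosylation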
ABHD5 PLIN5 PPI – ABHD5-PLIN5 protein interaction inhibition; Q00G26+Q8WTS1; hit rate 0.78% among 360,000; AID 602281; inhibition, % at 4 µM; Split G. princeps luciferase complementation, luminescence, 4 h;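 active = inhibition above the mean inhibition across every tested compound plus 3 SD, cut at about 22% in these data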;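 note: 0% = DMSO only wells and the 100% control is not disclosed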
ABCB6 inh MLPCN – human ABCB6 transporter inhibition. Q9NP58. K562-ABCB6 porphyrin accumulation, flow cytometry, 1 h; hits give low values. fluorescence ratio to DMSO, % at 10 µM. hit rate 0.19% among 360,000;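 active = fluorescence ratio to DMSO below 75%, the collection mean minus 3 SD; inconclusive = too few cells collected in the well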;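 note: signal is porphyrin accumulated inside mitochondria; 100% equals median channel fluorescence of DMSO control wells; lower ratio means ABCB6 inhibition with less porphyrin fluorescence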
MC4R ag barr – human MC4R agonism via beta-arrestin; activation, % at 8.9 µM; U2OS MC4R beta-arrestin complementation, luminescence; percent of melanotan II response, DMSO zero; AID 540308; P32245; hit rate 0.98% among 360,000;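 active = activation above a per-plate cutoff, the mean activation of sample wells on that plate plus 3 SD, cut at about 8% in these data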
Target sequence (P32245 whole entry, looked up): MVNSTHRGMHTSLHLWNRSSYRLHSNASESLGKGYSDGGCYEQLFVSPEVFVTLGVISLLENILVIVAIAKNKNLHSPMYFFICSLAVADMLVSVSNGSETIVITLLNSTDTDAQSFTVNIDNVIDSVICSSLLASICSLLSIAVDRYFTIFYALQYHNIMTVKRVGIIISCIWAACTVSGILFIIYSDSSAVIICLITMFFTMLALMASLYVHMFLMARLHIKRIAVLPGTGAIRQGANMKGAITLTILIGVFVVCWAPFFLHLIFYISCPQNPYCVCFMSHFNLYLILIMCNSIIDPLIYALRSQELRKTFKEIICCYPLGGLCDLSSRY
Vif inh – HIV Vif inhibition | HEK293T cells, Vif self-association by quenched fluorescence, imaging, 24 h | inhibition, % at 7.49 µM | hit rate 0.35% among 340,000; in the data active = inhibition above about 50%, passing the limit was not always enough; inconclusive = no clear call, values can overlap the other calls; inactive = below about 31%; note: some results filed as inactive read as strong as hits
Exocytosis inh – blocks lytic granule exocytosis; hit rate 0.66% among 360,000; AID 651702; inhibition, % at 10 µM; TALL-104 LAMP-1 surface exposure, flow cytometry; cells stimulated with thapsigargin and PMA;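 active = inhibition above about 55%, limit read from the data; inconclusive = no clear call, values can overlap the other calls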
Glyco luc inh – blocks N-linked glycosylation in D54 reporter cells | D54 ERlucT glycosylation luciferase reporter, 24 h; percent of 100 nM tunicamycin response | hit rate 0.23% among 360,000 | reporter increase, % at 12.5 µM;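 active = mean luciferase reporter signal, scaled so untreated is 0 and the glycosylation-blocking control 100, at or above a set limit in every replicate; inconclusive = mean reaches the limit but not every replicate does; inactive = mean below the limit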;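 note: luciferase carries N-glycosylation sites so blocking glycosylation raises the light; 0% = median of neutral control wells and 100% = median of 100 nM tunicamycin wells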
NOD2 RIPK2 PPI – blocks binding of human NOD2 to RIPK2. CHO BLA complementation NOD2-RIPK2, CCF4 ratio. inhibition, % at 4.98 µM. O43353. hit rate 0.38% among 360,000; in the data active = inhibition above about 21%;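 note: 0% = vehicle only and 100% = reference blocker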
Target sequence (O43353 whole entry, looked up): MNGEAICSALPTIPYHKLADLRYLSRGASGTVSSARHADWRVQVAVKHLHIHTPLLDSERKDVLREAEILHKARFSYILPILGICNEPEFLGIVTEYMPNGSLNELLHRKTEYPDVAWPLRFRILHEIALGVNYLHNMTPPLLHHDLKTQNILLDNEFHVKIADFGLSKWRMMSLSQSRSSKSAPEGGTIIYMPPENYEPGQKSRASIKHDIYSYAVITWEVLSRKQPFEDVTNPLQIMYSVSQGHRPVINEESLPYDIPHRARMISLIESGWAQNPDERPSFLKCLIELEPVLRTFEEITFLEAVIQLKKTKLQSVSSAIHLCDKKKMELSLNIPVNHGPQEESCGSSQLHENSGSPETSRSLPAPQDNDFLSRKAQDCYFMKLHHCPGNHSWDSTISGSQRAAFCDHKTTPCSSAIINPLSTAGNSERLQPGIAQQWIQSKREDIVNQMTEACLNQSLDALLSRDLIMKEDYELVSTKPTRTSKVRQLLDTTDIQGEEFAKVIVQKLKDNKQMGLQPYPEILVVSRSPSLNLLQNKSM
MC4R antagonist – antagonists of human melanocortin 4 receptor (MC4R) | MC4R-expressing cells, MTII-stimulated cAMP, LANCE TR-FRET | P32245 | inhibition, % at 6.5 µM | hit rate 0.48% among 360,000;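 active = inhibition above its plate's cutoff, the mean of tested wells on that plate plus 3 SD, cut at about 29% in these data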;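 note: 0% = Melanotan II alone and 100% = Melanotan II plus saturating MCL0020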
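Material: U2OS-MC4R stable cell line | Reagent: Melanotan II challenge after compound preincubation | Doses: One concentration, 6.5 µM nominal | Incubation: 30-min compound preincubation, 1-h Melanotan II challenge, 1-h detection, room temperature | Signal: TR-FRET cAMP assay | Replicates: One well per compound, no replicates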
TLR9-MyD88 block – blocks human TLR9 binding to MyD88. Q9NR96+Q99836. CHO BLA complementation TLR9-MyD88, CCF4 FRET ratio. inhibition, % at 4.98 µM. hit rate 0.21% among 340,000;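 active = inhibition above the mean over all tested compounds plus 3 SD, cut at about 21% in these data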;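 note: 0% = DMSO only wells and 100% = clavulanate BLA inhibitor control wells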
An asterisk follows results filed as active; ? = inconclusive; · = no result given.

cpd	NOD2 RIPK2 PPI	Vif inh	MC4R antagonist	SMILES	ABCB6 inh MLPCN	MC4R ag barr	ABHD5 PLIN5 PPI	TLR9-MyD88 block	Exocytosis inh	Glyco luc inh	aDG glyco act
1	-2	2	4	O=C(NCCCN1CCOCC1)c1ccc(NS(=O)(=O)c2cccc([N+](=O)[O-])c2)cc1	97	-4.0	1	-3	2	0	-0.6
2	5	-4	2	Cc1ccc(NC(=O)CSc2nccn2Cc2ccco2)cc1	103	1.6	3	10	-3	-2	0.6
3	4	7	-1	O=C(/C=C/c1ccc(Cl)cc1)NC(=S)Nc1ccc(NC(=O)c2ccco2)cc1	99	-0.9	5	6	4	4	-0.3
4	-4	6	8	CC1(C)c2ssc(=S)c2-c2ccccc2N1C(=O)CSC1=NCCS1	97	-1.9	-17	8	2	-9	-0.8
5	0	1	5	COc1cc(OC)c(/C=N/NC(N)=S)cc1Br	94	-1.2	-4	8	1	3	-0.1
6	-8	-19	12	CC(C)OC(=O)CC1=NC(=O)CS1	96	-0.9	4	3	-4	1	0.0
7	3	·	7	COc1cccc(CN(C)C[C@H]2OCc3cnnn3CCCC(=O)N([C@@H](C)CO)C[C@@H]2C)c1	101	0.0	-7	-1	1	1	0.1
8	-4	2	0	Cc1c(Cl)cnc(NC(=O)COC(=O)c2cccc(S(=O)(=O)N3CCOCC3)c2)c1Cl	103	-0.3	-4	-4	-10	1	-0.3

Exported with bars between the fields: entries from further up.
item | compound | NOD2 RIPK2 PPI | Vif inh | MC4R antagonist | ABCB6 inh MLPCN | MC4R ag barr | ABHD5 PLIN5 PPI | TLR9-MyD88 block | Exocytosis inh | Glyco luc inh | aDG glyco act
1 | O=C(NCCCN1CCOCC1)c1ccc(NS(=O)(=O)c2cccc([N+](=O)[O-])c2)cc1 | -2 | 2 | 4 | 97 | -4.0 | 1 | -3 | 2 | 0 | -0.6
2 | Cc1ccc(NC(=O)CSc2nccn2Cc2ccco2)cc1 | 5 | -4 | 2 | 103 | 1.6 | 3 | 10 | -3 | -2 | 0.6
3 | O=C(/C=C/c1ccc(Cl)cc1)NC(=S)Nc1ccc(NC(=O)c2ccco2)cc1 | 4 | 7 | -1 | 99 | -0.9 | 5 | 6 | 4 | 4 | -0.3
4 | CC1(C)c2ssc(=S)c2-c2ccccc2N1C(=O)CSC1=NCCS1 | -4 | 6 | 8 | 97 | -1.9 | -17 | 8 | 2 | -9 | -0.8
5 | COc1cc(OC)c(/C=N/NC(N)=S)cc1Br | 0 | 1 | 5 | 94 | -1.2 | -4 | 8 | 1 | 3 | -0.1
6 | CC(C)OC(=O)CC1=NC(=O)CS1 | -8 | -19 | 12 | 96 | -0.9 | 4 | 3 | -4 | 1 | 0.0
7 | COc1cccc(CN(C)C[C@H]2OCc3cnnn3CCCC(=O)N([C@@H](C)CO)C[C@@H]2C)c1 | 3 | · | 7 | 101 | 0.0 | -7 | -1 | 1 | 1 | 0.1
8 | Cc1c(Cl)cnc(NC(=O)COC(=O)c2cccc(S(=O)(=O)N3CCOCC3)c2)c1Cl | -4 | 2 | 0 | 103 | -0.3 | -4 | -4 | -10 | 1 | -0.3

Next part.
cpd	NOD2 RIPK2 PPI	Vif inh	MC4R antagonist	SMILES	ABCB6 inh MLPCN	MC4R ag barr	ABHD5 PLIN5 PPI	TLR9-MyD88 block	Exocytosis inh	Glyco luc inh	aDG glyco act
9	-2	3	-1	CSCC[C@H](NC(=O)Nc1ccccc1C)C(=O)O	89	-2.0	3	-4	1	1	0.0
10	1	16	8	Cc1ccc(S(=O)(=O)CCC(=O)OCC(=O)Nc2cc(S(=O)(=O)N3CCOCC3)ccc2Cl)cc1	94	-1.2	-6	-8	-4	1	0.2
11	0	5	-1	C/C(=N/NC(=O)c1cc(C(C)C)[nH]n1)c1cccs1	104	-1.3	0	-9	0	-12	0.0
12	7	0	-38	COc1cc(-c2noc(C)c2C#Cc2nccn2C)cc(OC)c1OC	95	-0.1	3	-6	-11	14	0.1
13	-5	2	6	CCCN1C(=O)N(C)C(N(O)C(=O)NC)C1(C)C (stereo unspecified)	96	-1.4	-2	-1	0	2	-0.2
14	-3	2	-4	Oc1ccc2ccccc2c1C=Nc1cc(C(F)(F)F)ccc1N1CCCC1	137	-2.6	1	4	0	-1	0.0
15	-10	-8	25	O=C(CCS(=O)(=O)Cc1ccccc1)Nc1nnc(C(F)(F)F)s1	109	-0.6	4	-1	-2	-4	-0.1
16	-7	7	5	CN(CC(=O)Nc1ccccc1Cl)C(=O)Cn1cnc2ccc(Cl)cc2c1=O	98	-1.1	5	-2	-3	1	0.2
17	-13	-6	0	COc1cccc(-c2cc(C(=O)Nc3nc4ccccc4s3)c3ccccc3n2)c1	96	1.8	-4	-17	-1	-3	-0.2
18	6	-3	1	Cc1ccc(S(=O)(=O)NNC(=O)c2cccnc2)cc1	106	-1.2	3	4	1	1	0.7
19	6	2	8	CC(C)OCC(O)CN (stereo unspecified)	99	-0.7	1	15	-2	1	-0.1
20	5	3	2	O=C(NNC(=O)c1sccc1-n1cccc1)c1ccccc1	98	-2.0	-5	2	-1	-1	-0.1
21	2	-2	2	Cc1sc2c(c1C)C(=O)NC(c1ccccc1F)N2 (stereo unspecified)	111	0.8	-17	-2	-2	1	0.1
22	-3	-3	-12	CCOC(=O)N1CCN(C2=Nc3cccc4cccc2c34)CC1	96	-3.1	1	-3	-1	4	0.1
23	2	16	3	O=C(c1nn2cccnc2c1Cl)N1CCN(c2ccccc2)CC1	99	-1.6	-2	4	1	0	-0.2
24	-10	·	-2	COC(=O)c1cc(S(=O)(=O)N2CCOCC2)ccc1Sc1ccccc1N	93	4.9	16	6	0	-2	-0.3
25	-2	-1	6	C=CCc1cccc2cc(C(=O)OCC(=O)c3ccccc3)c(=O)oc12	107	9.5*	3	-10	-10	0	-0.3
26	-18	-5	-8	Cc1ccc2occ(/C=N/NC(=O)c3ccncc3)c(=O)c2c1	105	-0.7	0	-3	-2	-6	0.1
27	2	·	·	COc1cccc(CNC(=O)[C@@H]2CCCN2C(=O)[C@@H]2CCCN2C(=O)c2cccc(Cl)c2)c1	99	·	-10	·	3	·	-0.1
28	-6	-6	14	CCOC(=O)c1cc2c(ccn2C)n1Cc1ccccc1Cl	96	1.9	-25	-1	14	-1	-0.1
29	-11	-5	7	O=C(Nc1ccncc1)Nc1ccc(Br)cc1Cl	101	-1.2	11	-4	8	4	1.5
30	-8	5	9	O=C(COC(=O)c1cccnc1)Nc1ccc2c(c1)OCO2	96	-1.0	8	1	8	0	0.1
31	4	-1	2	Cc1ccc(CNc2ccc(N3C(=O)CCCC3=O)cc2[N+](=O)[O-])cc1	96	-1.5	-4	5	0	2	-0.2
32	3	-16	7	Cc1ccc(S(=O)(=O)N2CCCCC2)cc1NC(=O)CSc1ccc2c(c1)OCCO2	98	0.1	-9	-9	-7	-2	0.2
33	0	1	11	C[C@@H]1CN([C@H](C)CO)C(=O)CCCn2nncc2CO[C@H]1CN(C)S(=O)(=O)c1cccs1	96	1.6	-3	3	-1	0	1.2
34	-5	12	3	Cc1ccc(C(=O)CSc2nc3cc(S(=O)(=O)N4CCOCC4)ccc3o2)cc1	86	-1.0	1	0	0	1	0.1
35	-5	-3	12	S=C(Nc1cccc(Cl)c1Cl)NC1CCN(Cc2ccccc2)CC1	103	-0.8	5	-16	18	-5	0.4
36	7	-2	5	Cc1ccc(CN2CCC(C(=O)Nc3cccc(-c4cccc(F)c4)c3)CC2)o1	104	-0.4	11	-11	2	-4	0.0
37	-4	-10	4	COc1ccc(Cl)cc1S(=O)(=O)NCc1cccnc1	100	-1.2	-3	4	-2	3	0.0
38	-5	-6	8	COC(=O)Cc1ccc(OC2(C)CCN(Cc3ccc(-c4ccccn4)cc3)C2)cc1 (stereo unspecified)	98	1.6	-3	·	-3	-1	-0.2
39	-15	3	-1	Cc1ccc(-c2nnc(NC(=O)C3=COCCO3)o2)c(C)c1	99	0.9	1	2	-2	2	0.1
40	2	?	1	O=C(CSc1nnc(-c2cccs2)o1)N1CCCc2ccccc21	96	-0.6	2	-1	-3	-2	-0.2
41	8	-2	-3	C/C(N)=C(/C#N)C(=O)CSc1ccc2c(c1)OCCO2	106	-1.3	-1	7	-9	-3	0.0
42	-6	-4	0	COC(=O)c1cnn(-c2cc(Oc3cccc(C)c3)ncn2)c1N	97	-0.5	-3	-9	2	7	0.0
43	-7	5	6	O=C(Nc1cc(SCC(O)CO)cc([N+](=O)[O-])c1)c1ccc(-n2cnnn2)cc1 (stereo unspecified)	100	-1.0	8	-3	12	0	0.5
44	0	-9	2	CC(C)C[C@H]1CNC(=S)N1CC1CCCN1C[C@H](CC(C)C)N1C[C@H](Cc2ccccc2)N(CC2CCCCCC2)C1=S (stereo partly specified)	101	0.7	-2	-11	-4	-12	0.0
45	7	-5	6	COc1ccc(C(=O)/C=C(/C)N(C)C)cc1	98	2.8	3	8	-1	0	-0.3
46	6	4	18	CCNc1ccc(C(=O)O)cc1N	103	0.7	4	1	13	1	0.0
47	-4	2	13	CCOCCCNC(=S)Nc1cc(C)cc(C)c1	99	0.7	2	-1	-1	1	-0.1
48	-2	-1	12	COc1ccc(OC)c(-c2csc(-c3cccs3)n2)c1	99	-2.0	0	4	14	2	-0.4
49	-13	-4	-6	Nc1c(C(=O)N/N=C/c2cccnc2)oc2nc(-c3ccco3)cc(-c3ccco3)c12	99	-1.6	2	·	11	3	0.0
50	-1	-2	-1	c1ccc(Cn2nnnc2C(c2cccnc2)N2CCN(C3CCCCC3)CC2)cc1 (stereo unspecified)	91	-0.3	2	3	-1	-4	-0.4
51	-1	2	-2	CCCCCNC(=O)c1ccc2c(=O)n(CCCN3CCCC3=O)c(=S)[nH]c2c1	97	-2.3	-2	-3	0	-2	-0.3

Some of the compounds tested; count on the stated rates, not on these rows.
